# NR2E3 ag-1: activates human photoreceptor nuclear receptor NR2E3 | Q9Y5X4 | GST-NR2E3/biotin-RetCOR TR-FRET, 1536-well | inhibition of corepressor binding, % at 4.78 µM | 320,000 compounds, 0.12% hits | AID 2300;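 active = percent inhibition above the cutoff of mean plus 3 SD of all tested compounds, set per screening campaign, cut at about 20% in these data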;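 note: 0% = DMSO wells and 100% = biotin wells as full block of FRET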
# Target sequence (Q9Y5X4 whole entry, looked up): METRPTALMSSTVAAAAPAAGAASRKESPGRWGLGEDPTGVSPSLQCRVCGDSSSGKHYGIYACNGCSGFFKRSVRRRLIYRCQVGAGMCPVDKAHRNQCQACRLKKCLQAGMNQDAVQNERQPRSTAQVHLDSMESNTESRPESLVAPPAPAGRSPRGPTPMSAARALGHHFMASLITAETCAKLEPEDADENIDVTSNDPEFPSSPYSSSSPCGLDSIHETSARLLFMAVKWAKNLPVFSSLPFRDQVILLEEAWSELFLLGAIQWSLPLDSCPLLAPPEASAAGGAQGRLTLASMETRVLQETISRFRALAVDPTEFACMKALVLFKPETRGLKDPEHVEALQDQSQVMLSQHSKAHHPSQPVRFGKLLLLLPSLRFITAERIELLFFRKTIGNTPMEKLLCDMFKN
#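 System: GST-tagged NR2E3 plus biotinylated RetCOR corepressor; Buffer or medium: pH 7.5 Tris-based buffer; Probe or stimulus: RetCOR corepressor, biotinylated, 7 nM; Doses: compound at 4.8 µM, single dose; Schedule: 5 h incubation at 4 °C; Technique: time-resolved FRET; Evaluation: percent inhibition of TR-FRET ratio; Replication: one well per compound, singlicate testing.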
# Peg3 prom inh: inhibitors of Peg3 promoter. HeLa PEG-Prom luciferase reporter, luminescence, overnight. inhibition, % at 20 µM. 360,000 compounds, 1.7% hits. AID 588405;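 active = inhibition of at least 50% at 20 µM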
# HIF-2a block: blocks HIF-2a reporter activity; inhibition, % at 18.8 µM; 360,000 compounds, 0.72% hits; 786-0 RCC cells HIF-2a reporter, luciferase luminescence, overnight;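 active = inhibition of the luminescence signal of 40% or more relative to plate controls, in a single-dose primary screen at 18.75 µM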
# Shn3 3UTR inh: Schnurri-3 reporter inhibition in Clone20 osteoblasts; 360,000 compounds, 0.52% hits; inhibition, % at 12.5 µM; Clone20 osteoblast Shn3 3'UTR firefly luciferase, 24 h;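 active = mean inhibition of at least 75% with every replicate also reaching 75%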;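 note: 0% = median of neutral control wells and 100% = pilot-screen positive control compound; some compounds past the cut are filed as inactive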
# NR2E3 ag-2: activates human NR2E3 receptor. CHO-S Gal4-NCOR/VP16-NR2E3 two-hybrid, luciferase. inhibition of corepressor binding, % at 3.98 µM. 360,000 compounds, 0.35% hits. AID 602229;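 active = inhibition above the mean of all tested compounds plus 3 SD, cut at about 70% in these data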;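 note: 0% = DMSO with NR2E3 transfected cells and 100% = cells lacking NR2E3 construct; higher means lower luciferase signal from less NR2E3 corepressor binding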
# Vif imaging: inhibitors of HIV Vif. 340,000 compounds, 0.35% hits. HEK293T cells, Vif self-association by quenched fluorescence, imaging, 24 h. AID 602346. inhibition, % at 7.49 µM; in the data active = inhibition above about 50%, passing the limit was not always enough; note: some results filed as inactive read as strong as hits
# CF NFkB inh: cystic fibrosis NF-kB activation inhibition; KKLEB NF-kB-GFP reporter, PAF-induced, GFP fluorescence overnight; inhibition, % at 5 µM; 360,000 compounds, 0.86% hits;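 active = at least 50% inhibition at 5 µM, scaled per plate between neutral and stimulator controls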;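 note: PAF is a Pseudomonas aeruginosa culture filtrate used as stimulus; plate controls were PAF-stimulated DMSO wells for no effect and unstimulated DMSO wells for full effect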
# KKLEB cytotox: counter-screen for CF NF-kB inhibitors: cytotoxicity; KKLEB CF airway cells viability, ATPlite luminescence, overnight; active compounds read low; cells stimulated with P. aeruginosa culture filtrate; activity change (cytotoxicity), % at 5 µM; 360,000 compounds, 0.36% hits;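 active = corrected activity change at or below -50% at 5 µM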
# CaV13 FRET inh: Primary screen for inhibitors of IQ motif and Ca2+-dependent inactivation inhibitor domain binding in CACNA1D, Förster resonance energy transfer in living cells, …. inhibition, % at 12.3 µM. HEK cells, CFP/YFP FRET ICDI-IQ, plate reader, 10 min; percent FRET-ratio fall versus neutral wells. 340,000 compounds, 0.098% hits;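 active = mean replicate inhibition of at least 30% and at least 1% of replicates passing that level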;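 note: 0% = median of the neutral control wells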
# MITF TRPM1 inh: inhibitors of MITF-driven TRPM1 promoter in melanoma cells; SK-MEL-5 TRPM1 promoter luciferase, 24 h; inhibition, % at 12.5 µM; 330,000 compounds, 0.83% hits; AID 488899;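 active = mean inhibition across replicates of 60% or more, whatever share of single replicates reaches that level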; note: values of inactives mirror those of a sister screen read the other way
# PDI inh: PDI (human) enzyme inhibition; inhibition, % at 10 µM; 350,000 compounds, 0.052% hits; P07237; PDI insulin aggregation turbidity, A650, 90 min;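 active = mean inhibition across replicates of 30% or more, whatever share of single replicates reach that level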;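 note: absorbance from insulin aggregation driven by PDI reduction with DTT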
# Target sequence (P07237 whole entry, looked up): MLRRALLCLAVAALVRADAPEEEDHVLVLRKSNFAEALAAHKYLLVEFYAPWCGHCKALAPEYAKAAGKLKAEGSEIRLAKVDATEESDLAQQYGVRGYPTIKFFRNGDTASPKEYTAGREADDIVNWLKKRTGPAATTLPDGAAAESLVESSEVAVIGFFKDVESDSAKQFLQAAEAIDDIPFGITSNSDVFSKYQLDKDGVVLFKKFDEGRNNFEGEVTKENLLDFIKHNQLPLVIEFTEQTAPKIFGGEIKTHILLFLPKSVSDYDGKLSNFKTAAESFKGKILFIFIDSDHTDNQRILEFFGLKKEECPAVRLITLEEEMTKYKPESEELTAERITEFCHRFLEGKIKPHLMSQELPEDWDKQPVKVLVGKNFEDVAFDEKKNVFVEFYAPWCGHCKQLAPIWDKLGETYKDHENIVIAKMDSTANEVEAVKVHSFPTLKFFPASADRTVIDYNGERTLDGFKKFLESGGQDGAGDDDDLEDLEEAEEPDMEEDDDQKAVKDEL
# * marks the source's active call; other numbers are inactive results; . = no result given. Rows are unselected; any-hit rate near 3.3%.
molecule	NR2E3 ag-1	Peg3 prom inh	HIF-2a block	Shn3 3UTR inh	NR2E3 ag-2	Vif imaging	CF NFkB inh	KKLEB cytotox	CaV13 FRET inh	MITF TRPM1 inh	PDI inh
O=C(c1ccccn1)N1CCN(S(=O)(=O)c2ccc3ccccc3c2)CC1	0	-4	15	-19	2	-2	11	1	-2	11	0
CC(C)C(NC(=O)c1c(F)cccc1F)C(=O)NC1CC(C)(C)NC(C)(C)C1 (stereo unspecified)	-5	-12	6	-11	-26	9	-6	-3	-5	8	1
S=C(NCc1ccccc1)Nc1cccc2ccccc12	3	5	-79	6	-6	.	7	-12	.	3	4
Cc1cc(OC(=O)N2CCCCC2)cc(C)c1Cl	2	8	-10	-3	-59	-11	-13	-7	1	0	-3
Cc1cc(Cl)ccc1NC(=S)NCc1ccco1	-2	18	30	-9	-14	-7	1	-4	-19	13	-5
COC(=O)c1ccnc(/C=N/O)c1	2	-11	10	-4	-11	29	7	-1	.	1	2
CCOc1cc(C)nc(N2CCC(C(=O)Nc3ccccc3OCC)CC2)n1	3	20	1	7	1	-4	-4	8	-7	6	-2
COc1ccc(C(=O)C(CN2CCCC2)c2ccccc2)cc1 (stereo unspecified)	2	104*	-5	11	-2	6	54*	-58*	-4	64*	2
COc1ccc(S(=O)(=O)NC(C)C(=O)Nc2cccc(C(C)=O)c2)cc1 (stereo unspecified)	-1	22	15	-7	-33	8	-2	9	0	6	6
COC(=O)C1(CC2CC(c3ccccc3)=NO2)CCN(C(=O)OC(C)(C)C)CC1 (stereo unspecified)	1	5	-9	19	-4	-5	-16	8	-10	-3	-9
c1ccc([C@H]2CC3C[C@@H](c4ccccc4)N2O3)cc1	-2	0	12	1	-14	-2	14	-20	-3	-8	-1
O=S(=O)(NCc1ccccc1F)c1cccc(S(=O)(=O)N2CCOCC2)c1	0	14	4	8	-20	-1	2	-7	-1	-3	-3

# In a second layout: 8 of the compounds above
# The line under a structure holds: NR2E3 ag-1, Peg3 prom inh, HIF-2a block, Shn3 3UTR inh, NR2E3 ag-2, Vif imaging, CF NFkB inh, KKLEB cytotox, CaV13 FRET inh, MITF TRPM1 inh, PDI inh
- O=C(c1ccccn1)N1CCN(S(=O)(=O)c2ccc3ccccc3c2)CC1
→ 0, -4, 15, -19, 2, -2, 11, 1, -2, 11, 0
- CC(C)C(NC(=O)c1c(F)cccc1F)C(=O)NC1CC(C)(C)NC(C)(C)C1 (stereo unspecified)
→ -5, -12, 6, -11, -26, 9, -6, -3, -5, 8, 1
- S=C(NCc1ccccc1)Nc1cccc2ccccc12
→ 3, 5, -79, 6, -6, ., 7, -12, ., 3, 4
- Cc1cc(OC(=O)N2CCCCC2)cc(C)c1Cl
→ 2, 8, -10, -3, -59, -11, -13, -7, 1, 0, -3
- Cc1cc(Cl)ccc1NC(=S)NCc1ccco1
→ -2, 18, 30, -9, -14, -7, 1, -4, -19, 13, -5
- COC(=O)c1ccnc(/C=N/O)c1
→ 2, -11, 10, -4, -11, 29, 7, -1, ., 1, 2
- CCOc1cc(C)nc(N2CCC(C(=O)Nc3ccccc3OCC)CC2)n1
→ 3, 20, 1, 7, 1, -4, -4, 8, -7, 6, -2
- COc1ccc(C(=O)C(CN2CCCC2)c2ccccc2)cc1 (stereo unspecified)
→ 2, 104*, -5, 11, -2, 6, 54*, -58*, -4, 64*, 2

# New compounds follow.
molecule	NR2E3 ag-1	Peg3 prom inh	HIF-2a block	Shn3 3UTR inh	NR2E3 ag-2	Vif imaging	CF NFkB inh	KKLEB cytotox	CaV13 FRET inh	MITF TRPM1 inh	PDI inh
Cc1cc(F)ccc1S(=O)(=O)N1CCCOC1CNC(=O)C(=O)NCC(C)C (stereo unspecified)	0	10	24	4	-3	-6	3	3	-6	-5	7
COc1ccc(NC(=O)CN(C)CC(=O)Nc2cccc(C(F)(F)F)c2)cc1	0	20	14	12	-1	1	-14	7	2	8	-2
COc1ccc(N(CC(=O)NCc2ccc(Cl)cc2)S(=O)(=O)c2c(C)nn(C)c2C)cc1	4	-1	11	9	-1	-3	-21	3	-14	24	2
O=c1ccc2ccc(O)cc2o1	.	-3	2	-22	-20	20	7	8	.	-10	.
CC1CC(CC(=O)NNc2nc(-c3ccccc3)cs2)C(=O)O1 (stereo unspecified)	0	4	12	-13	-31	8	-14	-4	-5	-2	3
CN(C)c1nc(N)c([N+](=O)[O-])c(NCCO)n1	3	5	9	8	-8	-2	12	-6	-5	8	8
Cc1csc(NC(=O)c2ccc(COc3ccccc3)o2)n1	-2	-281	-202	-32	-68	9	6	-19	-5	-45	-4
CCOc1ccc(OCC)c(NC(=O)CCSCCc2ccccn2)c1	-1	8	1	3	-4	-1	4	-4	-2	-14	2
N/C(=N\OC(=O)CCC1CCCC1)c1cccc([N+](=O)[O-])c1	-2	-8	-92	11	-36	2	6	-4	-4	-12	-4
CN1C(=O)Cc2cc(S(=O)(=O)N3CCN(c4ccccc4F)CC3)ccc21	2	3	8	24	5	-9	1	2	-15	-3	-4
CC(C)N(C(=O)COC(=O)c1ccccc1C(=O)N1CCN(c2ccc(F)cc2)CC1)C(C)C	2	6	0	5	-16	7	-5	6	-5	1	7
COc1ccccc1N1CCN(C(=O)C2CCCN(S(=O)(=O)c3ccc4c(c3)CCCN4C(C)=O)C2)CC1 (stereo unspecified)	2	4	7	87*	46	-20	-5	-6	-6	16	1

# Next results.
molecule	NR2E3 ag-1	Peg3 prom inh	HIF-2a block	Shn3 3UTR inh	NR2E3 ag-2	Vif imaging	CF NFkB inh	KKLEB cytotox	CaV13 FRET inh	MITF TRPM1 inh	PDI inh
COc1ccc(C(=O)NC2CC2)cc1OC1CCN(Cc2ccc(F)c(F)c2)CC1	-1	12	10	13	-2	17	6	-4	-3	9	-4
COc1ccccc1NC(=O)Cn1c(=O)n(CCc2c[nH]c3ccccc23)c(=O)c2cccnc21	1	-1	-50	6	-4	8	21	-8	-5	-16	-4
N/C(=N\OC(=O)Cc1cccc2ccccc12)c1ccccn1	5	-172	-204	-67	-96	7	9	-10	-5	-79	4
CCn1nc(C(=O)OCC(=O)N(CCC#N)c2ccccc2)c2ccccc2c1=O	2	4	2	14	-17	0	2	5	-3	0	12
COc1ccccc1/C=N/NC(=O)c1ccccc1NS(=O)(=O)c1ccc(C)cc1	-2	5	18	-1	-4	-3	0	5	-5	8	-2
O=C(/C=C/c1ccco1)NC1CCCC1	1	-17	-9	-10	-1	1	0	-5	-5	-8	-2
Cc1ccccc1C1=N/C(=C/c2cccnc2)C(=O)O1	-2	2	18	1	-24	2	4	5	-4	-2	19
CS(=O)(=O)N1CCN(c2ccc(NC(=S)NC(=O)c3ccc4c(c3)OCO4)cc2)CC1	5	12	5	40	10	-21	-6	-8	-3	9	-2
C=CCSc1nnc(Cc2cc(=O)[nH]c(=O)[nH]2)n1-c1cc(C)ccc1C	-1	10	12	7	-27	-2	4	-10	-4	2	-1
CN(C)C(=O)CN1c2cccc3cccc(c23)S1(=O)=O	3	3	6	1	4	18	6	-6	-18	8	-8
O=C(c1cn(-c2ccccc2)nc1-c1cccnc1)N1CCN(S(=O)(=O)c2cccc(F)c2)CC1	0	22	-1	-9	-3	2	13	3	-7	-2	-3
O=C(Nc1ccccc1N1CCOCC1)C1CCN(S(=O)(=O)c2ccc(Cl)cc2)CC1	2	2	5	-3	3	4	-6	1	-3	-5	1

# (listing goes on)
molecule	NR2E3 ag-1	Peg3 prom inh	HIF-2a block	Shn3 3UTR inh	NR2E3 ag-2	Vif imaging	CF NFkB inh	KKLEB cytotox	CaV13 FRET inh	MITF TRPM1 inh	PDI inh
COC(=O)c1ccc(/C=N/NC(=O)c2cccc(F)c2)cc1	3	-206	19	-48	-96	2	0	0	-7	-20	6
COc1cc(NC(=O)c2cc(C(C)C)on2)cc(OC)c1OC	0	-11	-17	-2	7	.	-31	26	-6	.	.
CCn1nc(C)c(CN2CCN(Cc3ccsc3)C(CCO)C2)c1C (stereo unspecified)	0	7	12	-17	-10	9	-16	5	-5	-1	5
CC1C2CC(C/C2=N/NC(=O)c2cccs2)C1(C)C (stereo unspecified)	-2	7	9	-60	-117	-1	0	-7	9	5	4
NS(=O)(=O)c1ccc(CCNC(=O)/C=C/c2ccccc2[N+](=O)[O-])cc1	-1	17	8	9	7	-2	-4	8	-3	3	-2
Cc1cc(C(=O)Nc2ccc(C)c(S(=O)(=O)N3CCOCC3)c2)c2ccccc2n1	3	12	7	7	8	4	21	-19	-5	0	-13
Cc1nc(N)sc1-c1csc(Nc2ncccn2)n1	.	-9	-210	-83	-84	0	-31	-5	-18	40	-2
O=C(/C=C/Nc1cccc([N+](=O)[O-])c1)c1cccs1	0	-253	-246	-102	-120	2	-22	3	-5	-17	0
COc1ccc(NS(=O)(=O)c2ccc(C)c(C(=O)N(C)Cc3ccc(C)cc3)c2)cc1	7	34	4	10	26	.	12	2	-6	-4	-1
CC1(Cc2c(Cl)cccc2Cl)C(=O)Nc2cc(-c3ccccc3Cl)ccc21 (stereo unspecified)	.	20	-1	-1	-27	-3	35	-10	-6	.	-1
Nn1c(COc2ccc(Cl)cc2)n[nH]c1=S	-4	-3	9	5	3	3	-5	-4	-4	13	-7
Cc1cc(NC(=O)c2ccc(C#N)cc2)n(-c2ccccc2)n1	2	-12	21	-15	-11	.	-14	7	-11	4	2

# Continuation:
molecule	NR2E3 ag-1	Peg3 prom inh	HIF-2a block	Shn3 3UTR inh	NR2E3 ag-2	Vif imaging	CF NFkB inh	KKLEB cytotox	CaV13 FRET inh	MITF TRPM1 inh	PDI inh
Cc1ccc(CN2CC(C(=O)NNC(=O)Cn3ccc(C(F)(F)F)n3)CC2=O)cc1 (stereo unspecified)	3	17	10	11	-42	-3	1	6	-5	-1	3
CCN(CC)C(=S)SCC(=O)Nc1cccc(C(F)(F)F)c1	-1	17	8	14	-2	.	17	-6	-5	-4	-4
N#CCCN(C(=O)CSc1nc2nc(-c3cccs3)cc(C(F)(F)F)c2c(=O)[nH]1)c1ccccc1	1	1	19	19	-18	22	6	-8	-14	1	-4
CCOC(=O)C(NC(=O)Nc1ncccn1)(Oc1ccccc1)C(F)(F)F (stereo unspecified)	1	-15	16	-37	-16	0	20	4	.	-16	22
CC(C)N(C(=O)CSc1n[nH]c(=O)n1CCc1ccccc1)C(C)C	7	4	6	0	14	24	-8	0	-3	-8	5

# Bioassay records: PubChem, several laboratories
